# Bioassay records (PubChem BioAssay)
# inhibitors of VEEV = inhibitors of VEEV TC-83 cytopathic effect, confirmation, Vero cells (AID 588727). Vero cells, VEEV TC-83 cytopathic effect inhibition; higher % means a stronger effect. one-dose inhibition, % at 20 µM; IC50 in µM for titrated hits. hit rate 0.13% among 350,000; in the data active means a potency from the dose series; inconclusive means inhibition mostly from about 14% at the one dose, without a potency; inactive means the rest, 99 in 100 with inhibition below about 12%; further: strong numbers were not always called active
# M. tuberculosis = growth inhibition of non-replicating M. tuberculosis (AID 488890); Mycobacterium tuberculosis non-replicating, growth inhibition; higher % means a stronger effect; inhibition, % at 25 µM, or IC50 in µM where a hit was titrated; hit rate 0.39% among 320,000; in the data active means a potency from the dose series; inconclusive means inhibition mostly from about 82% at the one dose, without a potency; inactive means the rest, 99 in 100 with inhibition below about 76%;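 further: plate controls were DMSO cells for no effect and high antibiotic wells for full effect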
# Salmonella PhoP GFP = PhoP regulon inhibitors, Salmonella typhi PhoP promoter GFP reporter, confirmatory (AID 1850); Salmonella Typhi PhoP-promoter GFP reporter, fluorescence, 4 h; higher % means a stronger effect; inhibition, % at 50 µM, or IC50 in µM where a hit was titrated; hit rate 0.33% among 310,000; in the data active means a potency from the dose series; inconclusive means inhibition mostly from about 25% at the one dose, without a potency; inactive means the rest, 99 in 100 with inhibition below about 19%;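 further: 0% = induced wells with vehicle and 100% = uninduced wells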
# influenza NS1A = NS1A inhibition, H1N1 influenza, cell based functional assay (AID 504329); NS1A functional cell-based assay, percent inhibition; higher % means a stronger effect; inhibition, % at 12.5 µM, or IC50 in µM where a hit was titrated; hit rate 0.3% among 340,000; in the data active means a potency from the dose series; inconclusive means inhibition above about 27% without an active follow-up result; further: strong numbers were not always called active
# M. tuberculosis HTS = M. tuberculosis growth inhibition, HTS (AID 449762); M. tuberculosis H37Rv growth inhibition, 7H9 media; higher % means a stronger effect; one-dose inhibition, % at 25 µM; IC50 in µM for titrated hits; hit rate 0.59% among 330,000; in the data active means a potency from the dose series; inconclusive means inhibition above about 70% without an active follow-up result;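 further: bacterial growth assessed after seven days of incubation; strong numbers were not always called active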
# inhibitors of VEEV 10K pilot screen = recorded beside inhibitors of VEEV, whose call it bears; inhibition, %; measured here: 10K pilot screen inhibition
# Starred values were filed as active, the others as inactive; i = inactive; ? = inconclusive; / = no result given. No enrichment for hits; 1.6% or so of the library scored in one or more.
# A first look, five compounds:
SMILES,inhibitors of VEEV,M. tuberculosis,Salmonella PhoP GFP,influenza NS1A,M. tuberculosis HTS,others
COc1ccc(CNC(=O)c2cc(S(=O)(=O)N3CCCCC3)ccc2N2CCOCC2)cc1OC,1.0%,/,/,9.3%,/,
CCC(=O)NCCNC(=O)c1c(SC)nsc1SC,1.9%,-3.6%,0.4%,-1.5%,-3.5%,
CCOC(=O)CCSc1nc(-c2ccccc2)cc(C(F)(F)F)n1,0.6%,8.6%,2.8%,-11.8%,0.0%,
COc1ccc(Cl)cc1C(=O)NCCS(=O)(=O)N1CCN(c2ccccc2F)CC1,2.9%,22.4%,8.8%,1.8%,4.6%,
O=C(/C=C/c1ccccc1)NCCSCc1ccc(Cl)cc1,1.1%,71.9%,-7.5%,-7.3%,6.4%,

# All compounds of this part, previewed entries included:
SMILES,inhibitors of VEEV,M. tuberculosis,Salmonella PhoP GFP,influenza NS1A,M. tuberculosis HTS,others
COc1ccc(CNC(=O)c2cc(S(=O)(=O)N3CCCCC3)ccc2N2CCOCC2)cc1OC,1.0%,/,/,9.3%,/,
CCC(=O)NCCNC(=O)c1c(SC)nsc1SC,1.9%,-3.6%,0.4%,-1.5%,-3.5%,
CCOC(=O)CCSc1nc(-c2ccccc2)cc(C(F)(F)F)n1,0.6%,8.6%,2.8%,-11.8%,0.0%,
COc1ccc(Cl)cc1C(=O)NCCS(=O)(=O)N1CCN(c2ccccc2F)CC1,2.9%,22.4%,8.8%,1.8%,4.6%,
O=C(/C=C/c1ccccc1)NCCSCc1ccc(Cl)cc1,1.1%,71.9%,-7.5%,-7.3%,6.4%,
CC(=NCCO)c1c(O)n(C2CCCCC2)c(=O)[nH]c1=O,i,12.2%,6.2%,-13.1%,-4.2%,
c1ccc(-c2noc(CSc3nnnn3-c3ccccc3)n2)cc1,4.6%,/,-10.0%,0.5%,-8.8%,
O=C(/C=C/c1ccccc1)NC(NC(=S)Nc1ccc(Cl)cc1Cl)C(Cl)(Cl)Cl (centres undefined),1.8%,?,2.7%,-5.3%,3.6%,
O=C(Nc1ccc(C(=O)O)cc1)/C(=C/c1ccc([N+](=O)[O-])cc1)NC(=O)c1ccccc1,0.3%,-0.5%,1.9%,-7.0%,8.5%,
Cc1ccc(-c2nnn(CC(=O)O)n2)cc1,i,-10.7%,11.1%,6.7%,1.5%,
O=C(O)c1cc2ccccc2[nH]1,0.1%,/,/,0.1%,/,
CN1CCN(c2ccc(S(=O)(=O)C(F)(F)F)cc2[N+](=O)[O-])CC1,i,-8.3%,-2.1%,0.7%,-6.1%,
CC(Nc1cccc([N+](=O)[O-])c1)C(=O)Nc1ccc(S(=O)(=O)N2CCCC2)cc1 (centres undefined),5.5%,/,/,-14.0%,/,
COc1ccc(OCC(=O)NCc2ccc(Cl)cc2)cc1,0.4%,24.3%,10.4%,-4.6%,12.7%,
CCc1nnc(NC(=O)CSc2nnc(C3CCCCC3)n2-c2cccc(Cl)c2)s1,3.0%,56.7%,-1.4%,-4.9%,/,inhibitors of VEEV 10K pilot screen=2.5
COc1ccc(NC(=O)CSc2nnc3ccc(-c4ccccn4)nn23)cc1OC,2.5%,-26.1%,-2.0%,1.3%,-6.8%,
Cn1ccnc1C(O)c1cccc(OCc2ccccc2)c1 (centres undefined),0.5%,14.5%,-5.4%,-13.8%,3.1%,
Cc1ccc(NC(=O)CNC(=O)c2ccco2)nc1,4.3%,-13.1%,-6.6%,-3.3%,-22.7%,
O=C(CC1Nc2ccccc2NC1=O)Nc1cc(Cl)cc(Cl)c1 (centres undefined),i,20.8%,-9.4%,0.5%,?,
Cc1ccc(N2CC(C(=O)Nc3nnc(SCC(=O)NCC4CCCO4)s3)CC2=O)cc1 (centres undefined),2.4%,16.4%,-15.0%,-12.6%,-3.4%,
CC(=O)OC1CSc2nc3ccccc3n2C1 (centres undefined),1.8%,-1.8%,4.0%,2.8%,-13.3%,
CC(=O)c1cccc(NC(=O)Nc2ccc(C(=O)N3CCCC3)cc2)c1,i,-1.7%,-9.3%,2.4%,4.5%,
COc1ccc(C2OC(=O)c3ccccc3S2)cc1 (centres undefined),1.0%,?,0.7%,1.2%,?,
O=C(CSc1ncccc1C(=O)O)NC12CC3CC(CC(C3)C1)C2,0.3%,8.0%,-2.0%,-5.1%,6.2%,
O=C(CSc1nc2ccccc2c(=O)n1-c1ccc(SC(F)F)cc1)Nc1ccc(N2CCOCC2)cc1,3.9%,62.3%,-7.1%,5.6%,6.7%,
COCCNC(=O)C(=O)N/N=C/c1ccc(C(=O)OC)cc1,i,21.6%,-3.0%,3.1%,-2.8%,
COC(=O)C(Nc1nccs1)(OC)C(F)(F)F (centres undefined),6.5%,-5.4%,-5.0%,-1.6%,-7.6%,
CC1CCCCC1NC(=O)Cn1[nH]c(=O)c2ccccc2c1=O (centres undefined),1.7%,-11.7%,-8.2%,3.0%,-12.9%,
CCOC(=O)CCSc1n[nH]c(=S)s1,0.3%,i,3.0%,-15.1%,-6.9%,
C=CCn1cnnc1SCC(=O)N(C1CCCCC1)C1CCS(=O)(=O)C1 (centres undefined),1.4%,-3.0%,/,-0.9%,-2.2%,
Cc1cc(C)nc(N/C(=N\S(=O)(=O)Cc2ccccc2)Nc2cccc(Cl)c2C)n1,0.8%,-3.8%,8.6%,2.3%,2.3%,
O=C(COC(=O)CCC(=O)c1ccc(F)cc1)Nc1ccccc1,i,i,6.6%,-5.6%,-3.8%,
COc1cc(NC(=O)c2ccc(NC3=NC4CS(=O)(=O)CC4S3)cc2)cc(OC)c1 (centres undefined),0.5%,-1.7%,2.8%,27.5%,-0.2%,inhibitors of VEEV 10K pilot screen=0.6
C/C(CC(=O)Nc1ccccc1-c1ccccc1)=N\NC(=O)COc1ccc(C)cc1Br,5.2%,20.5%,-27.4%,-3.3%,19.9%,
COC(=O)C1=C(C(=O)OC)C2OC1c1cc3ccccc3cc12,28.8%,/,/,4.2%,/,
C=CCN(C)NC(=O)Nc1ccccc1,0.2%,7.0%,-4.7%,0.1%,-0.2%,inhibitors of VEEV 10K pilot screen=0.0
COc1ccc(NC(=S)Nc2cc(S(=O)(=O)N3CCCCC3)ccc2OC)cc1,/,?,2.8%,/,-5.2%,
O=C(CSC1=NCCS1)NC1CCCC1,0.2%,/,-13.7%,1.0%,-7.8%,
COc1cccc(NC(=S)N(Cc2ccc(C(=O)O)cc2)Cc2ccc(OC)c(OC)c2)c1,1.4%,-5.1%,-7.0%,-4.3%,-1.7%,
O=C(CC(=O)c1ccccc1[N+](=O)[O-])c1ccccc1,/,?,-16.6%,/,8.7%,
COc1ccc(NC(=S)N2CCCCC2c2cccnc2)cc1 (centres undefined),0.2%,-6.1%,11.6%,-8.7%,0.1%,
CCn1c(SCc2ccccc2)nnc1-c1cccnc1,1.1%,10.4%,-12.7%,-10.8%,-0.2%,
N/C(=N\OC(=O)Nc1ccccc1)c1ncc([N+](=O)[O-])s1,i,?,14.6%,1.2%,?,
Cn1cc(SCC(=O)Nc2ccc3c(c2)OCCO3)c2ccccc21,0.7%,-4.5%,-5.4%,1.2%,-8.2%,
CCCc1ccc(-c2cc(C(=O)NCCc3ccc(S(N)(=O)=O)cc3)c3ccccc3n2)cc1,29.2%,14.4%,2.0%,1.5%,4.4%,
COc1ccc(Cl)cc1NC(=O)C(C)OC(=O)c1ccc(NS(=O)(=O)c2ccc3[nH]c(=O)[nH]c3c2)cc1 (centres undefined),4.9%,0.3%,-2.3%,-1.0%,50.4%,
O=C(NNC(=O)c1cc2ccccc2cc1O)c1cccs1,2.3%,-0.7%,-6.2%,21.5%,2.8%,
CCC1(C)CC(CC(=O)O)(c2ccccc2OC)CCO1 (centres undefined),0.5%,2.9%,0.2%,-3.7%,-1.4%,
C=CCNC1=C(Cl)C(=O)N(c2ccccc2Cl)C1=O,i,42.0%,-9.7%,-5.5%,-7.0%,
CCC(CCNC(=O)c1ccccc1)(CCNC(=O)c1ccccc1)[N+](=O)[O-],i,/,/,6.5%,/,
COc1cc(OC)c(OC)cc1CN1CCCC(C(=O)c2sccc2C)C1 (centres undefined),0.5%,8.9%,13.1%,1.5%,-2.9%,
Cc1nn(C)cc1/C=N\NC(=O)Cc1ccc([N+](=O)[O-])cc1,i,-6.7%,-2.4%,-7.0%,-5.4%,
Cc1cc(C)cc(NC(=O)CSc2nc3c(c(=O)n2C)SC(C)C3)c1 (centres undefined),1.0%,/,/,-6.7%,0.5%,
Cc1ccccc1-c1nc2ccccc2c(=O)n1C1CCS(=O)(=O)C1 (centres undefined),1.8%,-7.3%,-14.4%,-0.3%,-1.4%,
CCC(C)NC(=O)c1ccc(CSCc2cccc(F)c2)o1 (centres undefined),i,42.0%,-10.1%,1.0%,-0.7%,
O=C1NC(c2ccc(O)cc2)Nc2ccccc21 (centres undefined),i,-8.8%,-3.2%,-25.8%,0.1%,
CCCC(=O)NC(=S)Nc1cccc2c(O)cccc12,4.9%,15.6%,-9.3%,5.3%,3.5%,
CCOc1ccc2nc(C)cc(Nc3ccc4c(c3)OCCO4)c2c1,2.7%,53.8%,0.2%,15.4%,20.0%,
CC(C)(C)n1nnnc1C(c1ccccc1F)N1CCN(C2CCCC2)CC1 (centres undefined),0.3%,/,/,-23.4%,/,
CCOC(=O)c1ccc2c(c1)N(Cc1ccccc1C)C(=O)c1ccccc1S2=O (centres undefined),i,/,-3.0%,-4.4%,/,

# Continued.
SMILES,inhibitors of VEEV,M. tuberculosis,Salmonella PhoP GFP,influenza NS1A,M. tuberculosis HTS,others
CCC(=O)N1CCN(c2ccc(NC(=O)c3ccc(N4CCOCC4)c([N+](=O)[O-])c3)cc2)CC1,5.8%,9.2%,-5.3%,-12.1%,-0.8%,
CCNC(=S)N(CCN(CC)CC)Cc1cc2cc3c(cc2[nH]c1=O)OCCO3,0.2%,0.7%,-3.7%,-3.0%,0.8%,
N=c1c2c3c(sc2ncn1N)CCC3,1.2%,13.2%,-1.7%,0.3%,9.9%,
Cc1cc(C)cc(C(=O)NCC(=O)N2CCN(c3cccc(Cl)c3)CC2)c1,i,22.3%,1.9%,1.5%,1.8%,
COCC(=O)N(Cc1cc2cc(C)ccc2[nH]c1=O)c1ccc(C)c(C)c1,1.0%,2.9%,12.9%,-8.9%,9.0%,
Cn1nnnc1SCC(=O)N1CCc2ccccc21,0.2%,-3.4%,12.3%,-9.9%,-4.3%,
CN(C)c1ccc(CN(C(=O)/C=C/c2ccccc2Cl)C2CCS(=O)(=O)C2)cc1 (centres undefined),i,7.9%,4.3%,/,0.1%,
CC(C)(C)OC(=O)COc1ccc(/C=N/NC(=O)CN2CCCCC2)cc1,0.5%,/,/,-7.0%,/,
CSc1nc(N(C)C)nc(N(C)C#N)n1,0.7%,-6.4%,5.9%,-6.9%,-1.4%,
COc1ccccc1-n1ccnc1SCC(=O)NC(C)(C)C,1.0%,-2.1%,1.3%,11.7%,-1.5%,
Cc1cnc(NC(=O)Nc2ccc(OCc3ccccc3)cc2)c(Br)c1,1.5%,4.8%,12.5%,-15.2%,57.9%,
CCOC(=O)c1c(C)[nH]c(C)c1C(=O)CSc1nnc(-c2ccncc2)n1C,3.0%,-0.1%,4.1%,0.4%,-2.0%,
COc1ccc(C(C)=O)cc1COC(=O)c1cccc(N(C)C)c1,1.6%,/,-2.9%,25.8%,-5.5%,
O=C(NCC1CCCO1)c1nn2c(C(F)(F)F)cc(-c3ccc(Br)o3)nc2c1Br (centres undefined),2.3%,-7.2%,14.7%,3.9%,1.3%,
COc1ccc(C)cc1N(CC(=O)N1CCOCC1)S(C)(=O)=O,0.7%,-2.3%,-7.1%,-5.3%,3.3%,
Cn1c(Cn2nnc3ccccc32)nnc1SCC(=O)N1CCc2ccccc21,i,3.1%,13.2%,-3.4%,-8.2%,
CCOC(=O)[C@H]1[C@H]2COc3ccccc3[C@@H]2N2C(=O)c3cc(OC)ccc3NC(=O)[C@@]12C,0.1%,12.2%,-0.2%,12.9%,0.3%,

# Three successive entries from above, quoted:
SMILES,inhibitors of VEEV,M. tuberculosis,Salmonella PhoP GFP,influenza NS1A,M. tuberculosis HTS,others
CCNC(=S)N(CCN(CC)CC)Cc1cc2cc3c(cc2[nH]c1=O)OCCO3,0.2%,0.7%,-3.7%,-3.0%,0.8%,
N=c1c2c3c(sc2ncn1N)CCC3,1.2%,13.2%,-1.7%,0.3%,9.9%,
Cc1cc(C)cc(C(=O)NCC(=O)N2CCN(c3cccc(Cl)c3)CC2)c1,i,22.3%,1.9%,1.5%,1.8%,
